# Fh CTSL1 inh – counter-screen for PFM18AAP inhibitors: inhibitors of F. hepatica cathepsin L1 | recombinant F. hepatica cathepsin L1, Z-Leu-Arg-MCA fluorescence | 300,000 tested, 0.49% active | inhibition, % at 5.96 µM;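 active = inhibition above the mean of all tested compounds plus 3 SD, set per screening campaign, cut at about 17% in these data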;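 note: 0% = plate median of test compound wells and 100% = 1 µM Z-Phe-Ala-diazomethylketone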
# procasp3 activ – activators of human procaspase-3; P42574; recombinant procaspase-3 D3A, Ac-DEVD-pNA absorbance 405 nm; activation, % at 8.5 µM; 330,000 tested, 0.11% active;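 active = activation above the mean of all tested compounds plus 3 SD, cut at about 21% in these data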;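 note: 0% = DMSO alone and 100% = DMSO wells spiked with extra 5 µM PC-3 D3A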
# Target sequence (P42574 whole entry D9A/D28A/D175A): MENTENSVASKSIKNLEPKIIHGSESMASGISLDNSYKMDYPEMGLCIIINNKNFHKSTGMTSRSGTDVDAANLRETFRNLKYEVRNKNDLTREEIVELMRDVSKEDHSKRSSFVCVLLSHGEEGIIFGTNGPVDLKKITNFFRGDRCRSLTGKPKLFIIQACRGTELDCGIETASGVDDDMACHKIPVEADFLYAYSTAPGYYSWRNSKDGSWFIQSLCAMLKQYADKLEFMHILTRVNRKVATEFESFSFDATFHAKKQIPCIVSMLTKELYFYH
#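 Compound: 8.5 µM single point, 0.8% DMSO / Material: Autoprocessing-dead procaspase-3 D3A mutant enzyme / Timing: 1 h preincubation plus 2 h reaction at 25 °C / Medium: Zinc-free HEPES/NaCl buffer with 0.01% Triton X-100 at pH 7.4 / Technique: 405 nm absorbance of p-nitroaniline, reads at 0 and 120 min / Repeats: one well per compound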
# GRK2 aptamer HTS – blocks RNA aptamer binding to human GRK2 | P25098 | bead flow cytometry, FAM-aptamer displacement from GRK2 | inhibition of aptamer binding, % at 10 µM | 330,000 tested, 0.59% active;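 active = inhibition of aptamer binding above 40%, roughly 3 SD of noise, on plates passing a quality check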;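 note: median bead fluorescence of bound FAM aptamer so fluorescent compounds give negative values; no value below 0 was filed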
# HCV core dimer – blocks dimerization of HCV core protein. TR-FRET GST/Flag-core106 dimerization, 1536-well. inhibition, % at 5 µM. 300,000 tested, 0.33% active;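 active = inhibition above the mean of all tested compounds plus 3 SD, set per screening campaign, cut at about 45% in these data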
#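 test system = GST/Flag-tagged HCV core106 proteins | probe or stimulus = Eu donor and XL665 acceptor anti-tag antibodies | times = compound-protein-antibody incubation 4 h at 22.5 °C | signal = TR-FRET, excitation 340 nm, emission 617 and 671 nm | measure = percent inhibition of core106 dimerization signal | controls = wells lacking GST-core106 and wells with excess unlabelled core106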
# proCasp7 act – counter-screen: procaspase-7 (human) activation; 330,000 tested, 0.093% active; activation, % at 8.5 µM; recombinant procaspase-7, Ac-DEVD-pNA absorbance 405 nm; D23A/D198A/D206A triple mutant, cannot self-cleave; scale: DMSO 0, 5 µM enzyme 100;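 active = percent activation above the screen-wide mean plus 3 SD, cut at about 25% in these data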
# Target sequence (P55210 whole entry D23A/D198A/D206A): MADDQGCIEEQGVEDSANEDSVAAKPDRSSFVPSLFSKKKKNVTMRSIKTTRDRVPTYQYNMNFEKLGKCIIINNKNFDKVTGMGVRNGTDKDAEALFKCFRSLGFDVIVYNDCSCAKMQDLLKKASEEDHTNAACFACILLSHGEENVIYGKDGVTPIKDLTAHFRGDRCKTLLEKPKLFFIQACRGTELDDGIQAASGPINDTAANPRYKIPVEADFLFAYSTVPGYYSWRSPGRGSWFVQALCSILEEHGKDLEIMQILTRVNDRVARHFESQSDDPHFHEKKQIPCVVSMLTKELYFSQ
#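 Test system: Procaspase-7 triple mutant (PC-7 D3A). Also added: Ac-DEVD-pNA substrate, 400 µM as added. Schedule: 1 h enzyme–compound preincubation and 2 h substrate reaction, both 25 °C. Signal: p-Nitroaniline absorbance at 405 nm, read at 0 and 120 min. Control set: low DMSO alone, high DMSO plus 5 µM PC-7.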
# GASC-1 inh – inhibitors of human GASC-1 (JMJD2C) demethylase; Q9H3R0; GST-JMJD2C(1-420) H3K9me3 demethylation, DELFIA europium; inhibition, % at 2.35 µM; 330,000 tested, 0.069% active; AID 2099;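 active = more than half of a compound's replicate wells show inhibition beyond 50%, single wells judged on their own value; inconclusive = some, but no more than half, of replicates pass 50% inhibition; inactive = no replicate passes 50% inhibition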;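 note: signal counts dimethyl H3K9 product captured on neutravidin plate; 0% = median of DMSO wells and 100% = 0.3 times that DMSO median; strong numbers were not always called active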
# PP1 counter – counter-screen for PP5 inhibitors: inhibitors of human PP1-alpha. 320,000 tested, 0.9% active. purified PP1alpha, OMFP fluorescence. inhibition, % at 6.7 µM. AID 2235. P62136;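 active = inhibition above the mean inhibition of all tested compounds plus 3 SD, computed separately for each screening campaign, cut at about 15% in these data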
# Target sequence (P62136 whole entry, looked up): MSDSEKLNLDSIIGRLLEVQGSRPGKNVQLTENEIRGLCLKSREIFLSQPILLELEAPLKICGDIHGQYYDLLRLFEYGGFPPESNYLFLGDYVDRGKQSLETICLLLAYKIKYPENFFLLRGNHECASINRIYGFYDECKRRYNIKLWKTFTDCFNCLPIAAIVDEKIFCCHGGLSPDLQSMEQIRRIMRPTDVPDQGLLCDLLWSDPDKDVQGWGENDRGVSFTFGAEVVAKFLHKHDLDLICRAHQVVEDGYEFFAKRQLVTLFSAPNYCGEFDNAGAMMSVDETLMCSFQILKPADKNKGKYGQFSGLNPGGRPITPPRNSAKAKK
# PP5 primary – blocks human protein phosphatase 5 activity. 320,000 tested, 0.18% active. purified PP5c, OMFP substrate fluorescence. inhibition, % at 6.7 µM;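 active = inhibition above the campaign's mean inhibition across all tested compounds plus 3 SD, cut at about 9.5% in these data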;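 note: 0% = DMSO only and 100% = 100 µM cantharidin control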
# VLA-4 inh – inhibition in a human VLA-4 binding assay; 330,000 tested, 0.2% active; VLA-4 expressing cells, ligand binding flow cytometry; inhibition, % (about 7 µM as worked out from the volumes in the protocol); AID 2557; P13612; in the data active = inhibition above about 50%
# * = called active by the depositor; ? = inconclusive; / = not tested or not shown.
1. Cc1cc(N/N=C/c2ccccc2O)c2ccccc2n1
2. CC(C)Cn1c(N)c(C(=O)COC(=O)CCNS(=O)(=O)c2ccccc2)c(=O)n(C)c1=O
3. COc1cccc2c(=O)c(SC(F)(F)C(F)C(F)(F)F)c(C)[nH]c12 (stereo not drawn)
4. O=C(CCCOC(=O)c1cccnc1Cl)c1ccc(Br)cc1
5. O=C(O)C=C1CCN(c2ncc(C(F)(F)F)cc2Cl)CC1
6. Cc1ccc(O)c(-c2cc(-c3ccc(F)cc3)no2)c1
7. Cc1ccc(NS(=O)(=O)c2ccc3c(c2)n(C)c(=O)n3C)c(C)c1
8. COc1ccccc1CNC(=O)COC(=O)c1ccc(C)c(S(=O)(=O)N2CCCCC2)c1
Screen / compound no.	1	2	3	4	5	6	7	8
proCasp7 act	-14	3	1	4	12	-2	-5	13
PP1 counter	2	-3	0	/	-1	-3	-2	2
procasp3 activ	-36	7	-3	7	7	0	5	1
GRK2 aptamer HTS	0	6	0	0	7	0	0	15
Fh CTSL1 inh	8	-22	1	/	3	8	1	-4
VLA-4 inh	2	3	2	-6	4	-17	9	-3
PP5 primary	1.4	2.5	0.3	/	-2.6	3.3	0.6	2.1
HCV core dimer	-6	-6	-3	/	-4	-6	-3	4
GASC-1 inh	-17	4	?	2	-4	15	3	-8

9. CCc1cccc(CC)c1NC(=O)Cn1c(-c2ccccc2Cl)nc2ccccc21
10. CSc1ccc(COC(=O)c2cc([N+](=O)[O-])ccc2N2CCOCC2)cc1
11. COc1cccc(CNC(=O)C2CCC(CNS(=O)(=O)c3cccc4cccnc34)CC2)c1 (stereo not drawn)
12. COc1cc(NS(=O)(=O)c2ccc3c(c2)NC(=O)CO3)cc(OC)c1
13. CCOC(=O)N1CCC(NC(=O)c2cc(-c3ccc(OC)cc3)nc3ccccc23)CC1
14. O=C(COC(=O)c1cc2c(s1)CCCC2)Nc1ccc(Cl)cn1
15. O=C(Nc1cc(F)c(Br)cc1F)c1ccc(Cl)cc1
16. COc1ccc(N(CC(=O)NCc2ccc(F)cc2)C(=O)c2snc(C(N)=O)c2N)cc1
Screen / compound no.	9	10	11	12	13	14	15	16
proCasp7 act	0	-10	6	6	6	-3	5	10
PP1 counter	-2	4	1	-3	-7	-2	-1	2
procasp3 activ	13	-5	-5	4	4	-3	7	-4
GRK2 aptamer HTS	1	0	0	0	0	1	0	2
Fh CTSL1 inh	0	3	4	-3	0	-9	3	-1
VLA-4 inh	10	31	4	1	9	1	-5	13
PP5 primary	-2.1	0.3	-0.4	-0.5	3.5	-1.1	1.8	1.8
HCV core dimer	9	2	-1	7	4	10	-1	7
GASC-1 inh	4	-1	9	8	31	-9	-18	3

17. CCCC(=O)Nc1ccc2c(c1)nc(CCN1CCCCC1)n2C
18. O=C(NC1CCCC1)C(c1ccncc1)N(Cc1ccccc1F)C(=O)c1csnn1 (stereo not drawn)
19. O=C(/C=C1\SC(=O)NC1=O)Nc1ccc(C(=O)O)cc1
20. CN(CCCNC(=O)CSc1cc(=O)n(C)c2cc(Cl)ccc12)Cc1ccccc1
21. N#Cc1ccc(CSc2nnc(-c3ccccc3)n2Cc2ccco2)cc1
22. Cc1ccc(CNc2ccc(N3CCN(C)CC3=O)cc2)cc1
23. COc1ccc(CNCC(O)COCc2cccs2)cc1 (stereo not drawn)
24. Cc1nn(C(C)C)c(C)c1CN1CCC(C(=O)Nc2cccc(-c3cccc(F)c3)c2)CC1
Screen / compound no.	17	18	19	20	21	22	23	24
proCasp7 act	-1	-1	3	-6	1	-1	-6	-4
PP1 counter	-3	8	-2	-3	-2	/	-2	1
procasp3 activ	-3	3	-4	2	-4	9	7	-1
GRK2 aptamer HTS	/	1	1	0	0	5	0	0
Fh CTSL1 inh	8	-12	1	-1	-1	/	0	-1
VLA-4 inh	-1	2	-7	16	-6	4	3	-1
PP5 primary	0.1	2.0	-4.5	3.8	0.2	/	1.5	4.0
HCV core dimer	1	-9	1	-4	8	/	-2	-5
GASC-1 inh	15	-8	-1	-6	0	/	-6	3

25. CCCCN(C(=O)c1ccc(N(C)S(=O)(=O)c2ccc(C)cc2)cc1)c1c(N)n(CCC)c(=O)[nH]c1=O
26. Cc1ccc(/C=C2/SC(=S)N(CCC(=O)NCCCN3CCOCC3)C2=O)cc1
27. COC(=O)c1ccc(N2CCN(S(=O)(=O)c3ccc4ccccc4c3)CC2)c([N+](=O)[O-])c1
28. CCn1cc(C(=O)Nc2sc(C)c(C)c2C(=O)OC)cn1
29. O=C(CSc1nncs1)N1CCN(C(=O)c2ccco2)CC1
30. COc1cc(C(=O)Nc2ccccc2C(=O)Nc2ccccn2)cc(OC)c1OC
31. O=S(=O)(/N=C(/Nc1ccc(F)cc1F)c1ccccc1)c1ccc(Br)cc1
32. CCCn1c(=N)n(CCOc2ccc(OC)cc2)c2ccccc21
Screen / compound no.	25	26	27	28	29	30	31	32
proCasp7 act	8	-18	12	-2	4	-1	-7	-11
PP1 counter	-3	2	4	1	-6	1	-3	-2
procasp3 activ	3	0	12	4	4	-8	6	0
GRK2 aptamer HTS	0	5	0	2	81*	0	1	4
Fh CTSL1 inh	1	-1	1	1	-1	-3	6	1
VLA-4 inh	20	15	3	-10	-2	2	-2	0
PP5 primary	0.3	3.6	3.9	1.6	-1.0	2.1	-1.6	-2.1
HCV core dimer	-4	-1	21	8	-2	-10	4	-11
GASC-1 inh	-16	1	2	-9	-37	-23	-1	-4

33. O=C(O)c1cccc(N2C(=O)CSC2=S)c1
34. Cc1ccc(C)c(NS(=O)(=O)c2cc(C(=O)Nc3ccccc3-c3ccccc3)ccc2C)c1
35. O=C(CSCc1ccccc1Cl)NN1C(=O)c2ccccc2C1=O
36. COc1cc(C(=O)NC2CCN(CC(=O)NC3CCCCC3)CC2)cc(OC)c1OC
37. CCC(C(=O)Nc1ccccc1C(=O)N1CCOCC1)N1C(=O)c2ccccc2C1=O (stereo not drawn)
38. O=C(Nc1ccccc1N1CCCC1)C1=COCCO1
39. CN1CCN(C(=O)c2ccc(CN(c3ccccc3)S(=O)(=O)c3ccccc3)cc2)CC1
40. NS(=O)(=O)c1ccc(NC(=O)/C=C/c2cn(-c3ccccc3)nc2-c2cccc(Cl)c2)cc1
Screen / compound no.	33	34	35	36	37	38	39	40
proCasp7 act	-7	2	-5	-3	-8	-2	-4	72*
PP1 counter	-2	2	0	-1	-1	-7	-1	14
procasp3 activ	-6	0	-1	2	1	-1	5	55*
GRK2 aptamer HTS	0	1	0	0	1	0	0	0
Fh CTSL1 inh	1	-2	-13	-4	2	/	-2	3
VLA-4 inh	3	-3	13	1	6	47	9	7
PP5 primary	0.0	5.6	0.1	1.7	0.2	0.1	0.3	-1.0
HCV core dimer	6	6	-9	-10	-6	/	-3	-6
GASC-1 inh	-7	-5	5	17	2	-9	-8	1

# Given with each value named: part of the list above
19	O=C(/C=C1\SC(=O)NC1=O)Nc1ccc(C(=O)O)cc1
  proCasp7 act: 3 | PP1 counter: -2 | procasp3 activ: -4 | GRK2 aptamer HTS: 1 | Fh CTSL1 inh: 1 | VLA-4 inh: -7 | PP5 primary: -4.5 | HCV core dimer: 1 | GASC-1 inh: -1
20	CN(CCCNC(=O)CSc1cc(=O)n(C)c2cc(Cl)ccc12)Cc1ccccc1
  proCasp7 act: -6 | PP1 counter: -3 | procasp3 activ: 2 | GRK2 aptamer HTS: 0 | Fh CTSL1 inh: -1 | VLA-4 inh: 16 | PP5 primary: 3.8 | HCV core dimer: -4 | GASC-1 inh: -6
21	N#Cc1ccc(CSc2nnc(-c3ccccc3)n2Cc2ccco2)cc1
  proCasp7 act: 1 | PP1 counter: -2 | procasp3 activ: -4 | GRK2 aptamer HTS: 0 | Fh CTSL1 inh: -1 | VLA-4 inh: -6 | PP5 primary: 0.2 | HCV core dimer: 8 | GASC-1 inh: 0
22	Cc1ccc(CNc2ccc(N3CCN(C)CC3=O)cc2)cc1
  proCasp7 act: -1 | PP1 counter: / | procasp3 activ: 9 | GRK2 aptamer HTS: 5 | Fh CTSL1 inh: / | VLA-4 inh: 4 | PP5 primary: / | HCV core dimer: / | GASC-1 inh: /

# (next part)
41. CN(C(=O)c1c(Cl)cnn1C)C12CC3CC(CC(C3)C1)C2
42. Oc1oc(-c2ccccc2Br)nc1C=Nc1ccc(Br)cn1
43. CCOc1cccc(OCCOc2ccc(C(=O)c3ccccc3)cc2)c1
44. Cc1cc(NC(NC(=O)c2ccco2)(C(F)(F)F)C(F)(F)F)no1
45. CCCCC(=O)NC(=S)NNC(=O)CCc1ccccc1
46. O=C(NNC(=O)c1ccc(F)c(S(=O)(=O)N2CCOCC2)c1)c1ccc(Br)cc1
47. CCCCC(=O)Nc1ncc(S(=O)(=O)c2ccc([N+](=O)[O-])cc2)s1
48. CCC(=O)NCCCCCCNC(=O)CC
Screen / compound no.	41	42	43	44	45	46	47	48
proCasp7 act	-2	-9	26*	3	-14	2	7	4
PP1 counter	1	2	1	-6	-6	0	1	0
procasp3 activ	-4	3	6	-1	-10	6	-4	11
GRK2 aptamer HTS	2	0	0	0	0	0	0	2
Fh CTSL1 inh	1	63*	-1	0	-1	/	-3	-1
VLA-4 inh	18	-2	-71	18	2	0	-2	41
PP5 primary	3.2	1.4	0.5	0.6	-1.8	2.2	1.3	2.7
HCV core dimer	-12	-3	0	-6	2	/	13	3
GASC-1 inh	5	7	1	-7	3	-2	71	0

49. O=C(N/N=C/c1coc2ccccc2c1=O)c1cc2ccccc2o1
50. CCn1c(SCCC(=O)O)nnc1-c1cccnc1
51. O=c1c2cc(Br)ccc2nc(-c2cccc(Cl)c2)n1O
52. Cc1ccc[n+](CC(=O)N2CCCCC2)c1C
53. CCOc1ccccc1N(CC(=O)Nc1ccccc1C(=O)N1CCOCC1)S(C)(=O)=O
54. COC(=O)c1ccccc1NC(=O)c1nc2nc(C)cc(C(F)F)n2n1
55. O=C(O)c1ccc(CSc2nnc(-c3ccccc3Br)o2)cc1
56. Cc1ccc(CCNc2ccccc2C)cn1
57. O=C(NCc1ccccc1)c1c(F)c(F)c(F)c(F)c1F
58. CCC(C(=O)OCC(=O)Nc1c(Cl)cc(Cl)cc1Cl)c1ccccc1 (stereo not drawn)
59. Cc1ccc(NC(=O)c2nc(S(=O)(=O)Cc3ccccc3)ncc2Cl)cc1
Screen / compound no.	49	50	51	52	53	54	55	56	57	58	59
proCasp7 act	8	-2	-2	-4	-4	10	-9	10	15	-1	-2
PP1 counter	-3	-2	9	0	0	3	-2	1	-2	-1	-4
procasp3 activ	-7	8	-5	2	-7	4	-1	-3	-5	1	-11
GRK2 aptamer HTS	0	3	0	2	0	2	0	3	4	2	1
Fh CTSL1 inh	1	-4	-6	-4	-3	-4	-1	0	6	-3	2
VLA-4 inh	10	2	8	-3	-8	-4	11	1	4	4	14
PP5 primary	-0.5	0.3	-1.4	-0.9	1.4	0.4	3.4	0.6	-2.2	6.1	-0.8
HCV core dimer	13	-3	13	4	0	1	-5	-1	0	5	7
GASC-1 inh	7	-5	-6	-3	-1	-3	-14	-3	2	-6	-9
